Source: PubChem (The Scripps Research Institute Molecular Screening Center)
ASAP1 GAP inh – inhibitors of human ASAP1 ArfGAP activity, primary screen, biochemical, fluorescence polarization; Arf-GAP with SH3 domain, ANK repeat and PH domain-containing protein 1 (Homo sapiens), …; ASAP1-stimulated ARF1 GTP hydrolysis, GDP FP detection; inhibition, % at 16.5 µM; 0.19% of 360,000 active; AID 624377, 2012; in the data active = inhibition above about 25%;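 note: 0% = vehicle with enzyme and substrate and 100% = no enzyme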
Target sequence (Q9ULH1 325-724 limits assumed): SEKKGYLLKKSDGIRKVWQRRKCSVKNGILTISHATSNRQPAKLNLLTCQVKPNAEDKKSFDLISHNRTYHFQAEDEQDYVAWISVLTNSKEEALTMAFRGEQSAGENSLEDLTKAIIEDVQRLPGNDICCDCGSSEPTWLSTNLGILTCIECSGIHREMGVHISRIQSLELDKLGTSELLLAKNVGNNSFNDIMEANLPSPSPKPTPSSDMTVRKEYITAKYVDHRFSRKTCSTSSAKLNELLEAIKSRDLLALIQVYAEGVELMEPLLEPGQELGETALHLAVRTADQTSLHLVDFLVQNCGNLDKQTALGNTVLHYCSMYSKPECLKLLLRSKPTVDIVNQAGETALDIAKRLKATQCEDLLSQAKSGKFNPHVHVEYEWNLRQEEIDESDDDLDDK
KLK7 zymogen act – proKLK7 zymogen activators, primary screen, biochemical, fluorescence intensity; Kallikrein-7 (Homo sapiens), P49862; purified proKLK7, EDANS-DABCYL substrate fluorescence; 100% is mature enzyme control, 0% vehicle; activation, % at 7 µM; 0.9% of 370,000 active; AID 652039, 2013;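 active = activation above the mean of all tested compounds plus 3 SD, computed per campaign excluding outliers beyond control limits, cut at about 13% in these data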
ADAM17 inh – ADAM17 inhibitors, primary screen, biochemical, QFRET | Disintegrin and metalloproteinase domain-containing protein 17 (Homo sapiens), P78536 | recombinant ADAM17, EDANS/DABCYL FRET peptide cleavage | inhibition, % at 6.95 µM | 0.83% of 370,000 active | AID 720648, 2013;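 active = inhibition above the mean of compounds lying between control limits plus 3 SD, set per campaign, cut at about 8.5% in these data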;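 note: 0% = DMSO-only wells as the low control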
ARFGAP1 inhibitor – inhibitors of rat ARFGAP1 GAP activity, primary screen, biochemical, fluorescence polarization, GDP tracer | ADP-ribosylation factor GTPase-activating protein 1 (Rattus norvegicus), Q62848 | Arfgap1-stimulated ARF1 GTP hydrolysis, GDP FP detection | inhibition, % at 16.5 µM | 0.26% of 360,000 active;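 active = inhibition above a per-plate limit, mean inhibition of low control wells plus 3 SD, cut at about 25% in these data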;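 note: 0% = DMSO wells with enzyme and 100% = wells lacking Arfgap1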
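Assay system: Rat Arfgap1 GAP domain (His6, aa 1-136), purified enzyme | Buffer or medium: HEPES 25 mM pH 7.5, NaCl 150 mM, MgCl2, DTT | Schedule: GTP hydrolysis reaction 2 h at 25 °C | Signal: FP of antibody-bound GDP Alexa 633 tracer, ex 620/em 688 nm | Measure: Percent inhibition of Arfgap1-stimulated GTP hydrolysis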
PLCg1 inh – PLC-gamma1 enzyme inhibitors, primary screen, biochemical, fluorescence, purified enzyme | 1-phosphatidylinositol 4,5-bisphosphate phosphodiesterase gamma-1 (Homo sapiens), P19174 | inhibition, % at 12.2 µM | 0.84% of 370,000 active | fluorogenic substrate; in the data active = inhibition above about 9.5%
ADAM10 inh – human ADAM10 inhibitors, primary screen, biochemical, QFRET, HTS; inhibition, % at 7 µM; Disintegrin and metalloproteinase domain-containing protein 10 (Homo sapiens), O14672; recombinant ADAM10, EDANS/DABCYL FRET peptide cleavage, 3 h; 0.62% of 370,000 active;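 active = inhibition above a per-campaign cutoff equal to the mean of compounds falling between control-based bounds plus 3 SD, cut at about 20% in these data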;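 note: 0% = DMSO wells while the 100% control is not disclosed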
Target sequence (O14672 214-748 limits assumed): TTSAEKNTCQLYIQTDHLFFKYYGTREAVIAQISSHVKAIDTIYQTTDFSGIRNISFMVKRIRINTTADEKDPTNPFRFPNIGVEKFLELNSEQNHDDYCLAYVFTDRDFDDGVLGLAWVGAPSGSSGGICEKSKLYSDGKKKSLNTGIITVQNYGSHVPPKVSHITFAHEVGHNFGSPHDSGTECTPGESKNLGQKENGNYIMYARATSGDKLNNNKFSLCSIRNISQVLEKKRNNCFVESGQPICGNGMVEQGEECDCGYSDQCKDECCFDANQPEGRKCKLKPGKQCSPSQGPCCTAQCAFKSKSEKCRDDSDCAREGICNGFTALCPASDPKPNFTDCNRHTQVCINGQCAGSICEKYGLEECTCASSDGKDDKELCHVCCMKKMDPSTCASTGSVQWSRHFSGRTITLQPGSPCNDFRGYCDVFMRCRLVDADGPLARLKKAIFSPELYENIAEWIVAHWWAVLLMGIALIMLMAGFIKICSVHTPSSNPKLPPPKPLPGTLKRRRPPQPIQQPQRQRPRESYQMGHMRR
DDE Tn7 FP inh – inhibitors of Tn7 peptide binding to fibrin DD(E), primary screen, biochemical, fluorescence polarization, human fibrin, Tn7 probe. Fibrinogen beta chain (Homo sapiens), P02675. FP displacement of FITC-Tn7 peptide from fibrin DD(E); 0% = median of compound wells per plate. inhibition, % at 8.3 µM. 0.13% of 370,000 active. AID 720508, 2013;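 active = inhibition above the mean of compounds falling within the control limits plus 3 SD of them, cut at about 14% in these data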;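 note: 0% = plate median of compound wells and 100% = 10 µM Aha-Tn7 peptide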
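Measure: % inhibition scaled between sample-field median and high-control FP; Test system: human fibrin DD(E); Quantity: 2 µM final DD(E) protein; Doses: one dose, 8.3 µM nominal; Schedule: compound with protein 10 min, then 3 h after probe, room temperature; Detection: fluorescence polarization; Medium: Tris buffer with calcium and detergent, pH 7.8.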
LEDGF integ inh – blockers of LEDGF/p75-dependent integrase strand transfer – biochemical, TR-FRET, high throughput, primary screen. inhibition, % at 3.7 µM. TR-FRET IN-LEDGF/p75 DNA integration, Eu/Cy5. 0.64% of 370,000 active. AID 743269, 2014. HIV-1 integrase (with human LEDGF/p75);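 active = inhibition above the screen-wide mean plus 3 SD, cut at about 13% in these data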;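 note: signal is the Cy5 over europium emission ratio at 671 and 618 nm; 0% = plate median of compound wells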
TDP2 inh – human TDP2 enzyme inhibitors, primary screen, biochemical, epi absorbance, recombinant enzyme. Tyrosyl-DNA phosphodiesterase 2 (Homo sapiens), O95551. inhibition, % at 12.8 µM. T5PNP hydrolysis, p-nitrophenol absorbance 415 nm. 0.34% of 370,000 active;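 active = inhibition above the mean of all tested compounds plus 3 SD, set per campaign, cut at about 25% in these data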;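 note: 0% = DMSO with enzyme and 100% = buffer with substrate but no TDP2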
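Test system: Human TDP2 enzyme | Reagent: 5 mM T5PNP | Compound dosing: 12.8 µM single point, 1% DMSO | Incubation: Enzyme reaction with compound for 2 h at 37 °C | Technique: p-Nitrophenol epi absorbance | Read-out: % inhibition relative to enzyme-containing and enzyme-free wells | Benchmarks: High control without enzyme, low control DMSO plus TDP2 | Replicates: Singlicate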
Tn6 DDE FP – inhibitors of Tn6 peptide binding to fibrin DD(E), primary screen, biochemical, fluorescence polarization, human fibrin, Tn6 probe; Fibrinogen beta chain (Homo sapiens), P02675; inhibition, % at 8.3 µM; 0.21% of 370,000 active; Fibrin DD(E) TRITC-Tn6 fluorescence polarization displacement;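 active = inhibition above a per-campaign cutoff: mean of compounds within control limits plus 3 SD, cut at about 15% in these data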;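 note: 0% = median of all compound wells on the plate and 100% = blocking peptide control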
* hit, by the source's call; i = inactive; / = no result given. Rows were taken by chance; about 4.2% have a hit in one of these screens.

ASAP1 GAP inh,KLK7 zymogen act,mol,ADAM17 inh,ARFGAP1 inhibitor,PLCg1 inh,ADAM10 inh,DDE Tn7 FP inh,LEDGF integ inh,TDP2 inh,Tn6 DDE FP
-8,-0.1,O=C(CSc1ccc(-c2cccnc2)nn1)Nc1ccccc1C(F)(F)F,-2,22,0,-11,-3,-6,-12,0
9,0.3,COC(=O)/C(C#N)=C/c1c(N2CCN(c3ccc(OC)cc3)CC2)nc2c(C)cccn2c1=O,-1,5,-18,-4,-9,-1,6,0
7,-0.8,CC(=O)c1ccc2c(c1)Cc1cc(C(C)=O)ccc1-2,-1,5,-2,-7,-6,4,-1,-1
2,0.4,O=C(CSc1nnc(SCc2cccc3ccccc23)s1)Nc1ccc(C(=O)O)cc1,3,-9,1,1,-3,6,-1,-4
9,1.0,Cc1ccc(C(=O)C(C)OC(=O)CN2C(=O)NC3(CCCC3)C2=O)cc1 (configuration not stated),-1,2,5,0,2,4,8,-1
-7,0.2,CCOC(=O)C1=C(C)N(CCCC(=O)O)C(=O)NC1c1ccc(Br)cc1 (configuration not stated),6,3,4,-3,3,4,-3,-2
4,0.4,COc1ccccc1NC(=O)C(C)NC(c1ccccc1)c1ccccc1 (configuration not stated),0,-3,6,7,-1,1,4,-4
-4,18*,CSc1ccc(/C=C/C(=O)OCC(=O)NCC2CCCO2)cc1 (configuration not stated),-313,2,-359,i,-4,1,9,3
-9,-0.4,COc1ccc(S(=O)(=O)Nc2ccc3c(c2)C(=O)N([C@H](C)CO)C[C@H](C)[C@@H](CN(C)S(=O)(=O)c2ccc(OC)cc2)O3)cc1,9,-11,6,16,2,-1,-8,3
2,-0.2,C(=C\c1ccccc1)/C=N/N1CCN(c2ccccn2)CC1,-4,0,5,2,2,-3,0,-2
12,0.0,C/C=C/c1ccc(OCC(=O)Nc2ccc(OC)c(OC)c2)c(OC)c1,-1,12,0,4,-13,0,12,2
-9,-0.5,O=C(Nc1cccnc1)c1ccc([N+](=O)[O-])s1,4,0,2,0,-1,4,-2,-3
-8,0.5,CCSc1nnc(NC(=O)C2CCN(C(=O)c3ccc(F)cc3)CC2)s1,-4,10,3,-10,-4,-3,9,3
2,0.5,COC(CNC(=O)c1ccc2c(c1)ncn2-c1ccc(F)cc1F)OC,-1,-2,1,-9,3,-2,10,5
-8,0.2,O=C(CSc1ccccc1)Nc1ccccc1N1CCOCC1,-4,5,-2,6,5,2,11,1
2,-0.4,CC1CN(CC(=O)NCc2ccc(F)cc2)CC(C)O1 (configuration not stated),-2,-2,-4,-6,5,-2,-1,1

Quoted at random: 2 entries already listed, in no set order.
ASAP1 GAP inh,KLK7 zymogen act,mol,ADAM17 inh,ARFGAP1 inhibitor,PLCg1 inh,ADAM10 inh,DDE Tn7 FP inh,LEDGF integ inh,TDP2 inh,Tn6 DDE FP
-9,-0.5,O=C(Nc1cccnc1)c1ccc([N+](=O)[O-])s1,4,0,2,0,-1,4,-2,-3
-9,-0.4,COc1ccc(S(=O)(=O)Nc2ccc3c(c2)C(=O)N([C@H](C)CO)C[C@H](C)[C@@H](CN(C)S(=O)(=O)c2ccc(OC)cc2)O3)cc1,9,-11,6,16,2,-1,-8,3

(continued)
ASAP1 GAP inh,KLK7 zymogen act,mol,ADAM17 inh,ARFGAP1 inhibitor,PLCg1 inh,ADAM10 inh,DDE Tn7 FP inh,LEDGF integ inh,TDP2 inh,Tn6 DDE FP
-4,-0.3,COc1ccc(OC)c(CCNC(=O)c2ccc3c(=O)[nH]c4c(C(=O)NC(C)C)sc(=S)n4c3c2)c1,1,-7,5,3,1,0,-4,-10
-2,-0.2,O=C(Cc1ccccc1)Nc1ccc(CN2CCOCC2)cc1,-1,0,4,1,-9,1,0,-1
-10,0.0,Cc1ccccc1NC(=O)CC1C(=O)NCCN1C(=O)c1cccc(Cl)c1 (configuration not stated),-3,5,-1,-7,-1,-2,-7,-2
5,-0.9,CC1CCN(CCOc2ccccc2-c2ccccc2)CC1,-4,1,1,-4,9,4,3,-2
-6,-0.6,COc1ccc(CC(=O)NCC2CCCN(Cc3ccc(OC(F)(F)F)cc3)C2)cc1 (configuration not stated),-4,8,-1,1,4,3,-16,-8
-4,0.1,CC1(C)NC(=O)N(CCCCOc2cccc(C(F)(F)F)c2)C1=O,-5,-3,0,6,4,0,-6,-3
1,0.7,O=C(Cn1c(=S)[nH]c2ncccc2c1=O)NCCc1ccccc1,5,-7,7,11,-6,3,-19,3
7,0.6,Cc1cc(S(=O)(=O)N2CCN(CC(=O)N(C)Cc3ccccc3)CC2)ccc1Br,-7,1,7,0,-2,-4,-13,-5
-10,0.2,Cc1ccccc1-n1nnnc1SCC(=O)NCC1(N2CCOCC2)CCCCC1,-2,6,1,-9,-2,4,-10,0
-4,-0.5,Cc1csc(NC(=O)c2cc([N+](=O)[O-])cc([N+](=O)[O-])c2)n1,5,9,0,1,-5,-1,8,0
10,0.3,O=C(c1cc(COc2ccc(F)cc2Cl)on1)N1CCN(C2CCCCC2)C(=O)C1,1,8,1,7,-4,0,10,0
-2,0.0,Cc1cc(O)cc(=O)n1C,-2,2,-1,-5,7,-6,-1,8
18,-0.1,Fc1ccc(NC(=S)Nc2ccccc2Cl)cc1,-2,8,2,1,-6,3,-4,-3
7,-1.0,O=C(/C=C/c1ccccc1[N+](=O)[O-])Nc1ccc(S(=O)(=O)Nc2ncccn2)cc1,-3,8,0,3,-2,-2,1,-13
-7,-0.3,CN(CC(=O)NCc1cccc(F)c1)C(=O)c1ccco1,-1,4,-1,4,-2,-2,-2,3
-5,-0.3,Cc1nnc(SCC(=O)c2cc(C)n(-c3ccc4c(c3)OCO4)c2C)s1,7,-4,-7,15,-1,9,-13,-5

Reformatted field by field: entries from further up
Cc1ccccc1-n1nnnc1SCC(=O)NCC1(N2CCOCC2)CCCCC1
  ASAP1 GAP inh: -10
  KLK7 zymogen act: 0.2
  ADAM17 inh: -2
  ARFGAP1 inhibitor: 6
  PLCg1 inh: 1
  ADAM10 inh: -9
  DDE Tn7 FP inh: -2
  LEDGF integ inh: 4
  TDP2 inh: -10
  Tn6 DDE FP: 0

Cc1csc(NC(=O)c2cc([N+](=O)[O-])cc([N+](=O)[O-])c2)n1
  ASAP1 GAP inh: -4
  KLK7 zymogen act: -0.5
  ADAM17 inh: 5
  ARFGAP1 inhibitor: 9
  PLCg1 inh: 0
  ADAM10 inh: 1
  DDE Tn7 FP inh: -5
  LEDGF integ inh: -1
  TDP2 inh: 8
  Tn6 DDE FP: 0

O=C(c1cc(COc2ccc(F)cc2Cl)on1)N1CCN(C2CCCCC2)C(=O)C1
  ASAP1 GAP inh: 10
  KLK7 zymogen act: 0.3
  ADAM17 inh: 1
  ARFGAP1 inhibitor: 8
  PLCg1 inh: 1
  ADAM10 inh: 7
  DDE Tn7 FP inh: -4
  LEDGF integ inh: 0
  TDP2 inh: 10
  Tn6 DDE FP: 0

Going on with the list.
ASAP1 GAP inh,KLK7 zymogen act,mol,ADAM17 inh,ARFGAP1 inhibitor,PLCg1 inh,ADAM10 inh,DDE Tn7 FP inh,LEDGF integ inh,TDP2 inh,Tn6 DDE FP
6,-0.8,Cc1c(C(=O)NCC2CCCO2)oc2ccc(Br)cc12 (configuration not stated),-2,-10,-8,-8,6,2,5,10
5,0.4,O=[N+]([O-])c1cc(CN2CCCC2)ccc1Sc1ccc(Cl)cc1,0,1,3,0,-3,-1,-2,8
/,0.7,O=C1C[C@@H](c2ccccc2)N=C2N(CC3CC3)C/C(=C/c3ccccc3)N12,-7,/,-23,-16,-7,3,2,-2
-5,-1.8,CCOc1ccc2[nH]c(=O)c(CN(CCO)C(c3nnnn3C3CCCCC3)C(C)C)cc2c1 (configuration not stated),-15,1,-45,-31,1,-2,6,-3
-5,-0.2,C=CCc1cc(C=O)cc(OCC)c1O,1,-7,-2,-6,1,-2,-4,-2
-9,-1.2,COc1ccc(C(=O)c2oc3nc(C)cc(C)c3c2N)cc1,-10,9,-21,-9,2,0,2,-4
-3,-1.0,O=C(CNS(=O)(=O)c1ccc(Br)s1)NCc1ccccc1,-1,11,-4,-6,5,-1,9,2
10,-0.5,O=C(NCc1ccc2c(c1)OCO2)c1cc(S(=O)(=O)N2CCCCC2)ccc1F,-1,4,-2,-2,-3,0,5,5
-13,0.6,Cc1ccc([N+](=O)[O-])cc1S(=O)(=O)Nc1cccc(-c2ccc(N3CCCC3)nn2)c1,8,-7,5,19,6,3,-3,0
2,0.3,O=C(c1ccc(CS(=O)(=O)c2c(Cl)cccc2Cl)o1)N1CCCC1,-3,3,0,-14,3,-1,9,-7
